SENP1 FRET inh – blocks the human SENP1 SUMO protease catalytic domain; Q9P0U3; recombinant SENP1 catalytic domain, CyPet-SUMO1-YPet FRET cleavage; inhibition, % at 10 µM; hit rate 0.21% among 360,000; AID 624204;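 active = inhibition at least 30% at 10 µM, raw YFP signal under a set limit, fluorescence ratio 0.5 to 1.5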;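 also: 0% = enzyme with DMSO and 100% = no enzyme wells; some results filed as inactive read as strong as hits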
Target sequence (Q9P0U3 419-644 limits assumed): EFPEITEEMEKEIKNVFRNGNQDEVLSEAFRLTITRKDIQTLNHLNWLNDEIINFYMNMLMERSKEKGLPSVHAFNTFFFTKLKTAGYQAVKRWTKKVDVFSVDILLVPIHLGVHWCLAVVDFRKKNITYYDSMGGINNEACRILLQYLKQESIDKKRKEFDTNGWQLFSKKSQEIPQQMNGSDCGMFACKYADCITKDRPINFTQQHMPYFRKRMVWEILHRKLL
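Test system: recombinant human SENP1 catalytic domain, His6-tagged / Medium: pH 8 Tris buffer with EDTA, NaCl, BME, BSA, NP40, catalase / Also added: SUMO1 FRET substrate flanked by Cypet and Ypet, 25 nM / Times: 50 min reaction at room temperature / Signal: FRET, CFP and YFP emission / Control set: no-enzyme low control and enzyme-plus-DMSO high control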
SENP6 inh – blocks the human protease SENP6; Recombinant SENP6 catalytic domain, aminoluciferin luminescence; Q9GZR1; inhibition, % at 10 µM; hit rate 1.8% among 330,000;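 active = inhibition above about 50% at the single tested dose, limit read from the data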;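 also: plate controls were DMSO wells with enzyme for no effect and DMSO wells lacking enzyme for full effect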
GRIN3A LBD mod – modulates the human NR3A ligand-binding domain; hit rate 2.5% among 340,000; AID 1259313; Tm shift relative to glycine control, % at 25 µM; NR3A LBD differential scanning fluorimetry, Tm shift; 0% = protein alone, 100% = glycine-bound protein;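 active = melting temperature shift of at least 10% of the positive control shift, at one fixed dose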
PfG6PD inh – PfG6PD (Plasmodium falciparum) enzyme inhibition | hit rate 0.78% among 350,000 | PfGluPho enzyme, NADPH resazurin-diaphorase fluorescence | inhibition, % at 20 µM;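 active = inhibition reaching at least a set limit at 20 µM in the primary screen, cut at about 59% in these data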;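 also: 0% = DMSO wells with substrate and 100% = DMSO wells lacking glucose-6-phosphate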
ATG4B inh – blocks human ATG4B protease cleavage of LC3 substrate | Q9Y4P1 | inhibition, % at 8.33 µM | ATG4B cleavage of LC3-PLA2, NBD-HPC fluorescence, 1 h | hit rate 0.51% among 340,000; in the data active = inhibition above about 40%
Target sequence (Q9Y4P1 whole entry, looked up): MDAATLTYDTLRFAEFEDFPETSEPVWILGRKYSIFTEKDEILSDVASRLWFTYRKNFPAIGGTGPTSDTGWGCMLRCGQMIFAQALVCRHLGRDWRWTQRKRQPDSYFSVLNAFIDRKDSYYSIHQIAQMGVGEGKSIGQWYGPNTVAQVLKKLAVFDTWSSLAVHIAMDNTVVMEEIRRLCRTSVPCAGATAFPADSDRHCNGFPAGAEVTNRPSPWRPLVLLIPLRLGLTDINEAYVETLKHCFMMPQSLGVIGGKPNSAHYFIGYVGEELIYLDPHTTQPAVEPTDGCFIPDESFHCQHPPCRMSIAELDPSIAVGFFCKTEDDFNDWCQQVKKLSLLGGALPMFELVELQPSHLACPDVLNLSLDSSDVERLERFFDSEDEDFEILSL
MPTP block – inhibitors of mitochondrial permeability transition pore | isolated mouse mitochondria, Ca2+ swelling absorbance, 30 min | inhibition, % at 10 µM | hit rate 1.4% among 360,000 | AID 602449;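 active = inhibition of 50% or more, scaled per plate between neutral and stimulator controls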;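 also: 0% = DMSO wells given calcium and 100% = 1 mM EGTA wells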
SENP8 inh – inhibitors of human SENP8 protease; Q96LD8; recombinant SENP8, Nedd8 substrate fluorescence; inhibition, % at 20 µM; hit rate 0.64% among 360,000; AID 602440; in the data active = inhibition mostly above about 40%, no sharp cut-off; inactive = mostly below about 27%
Target sequence (Q96LD8 whole entry, looked up): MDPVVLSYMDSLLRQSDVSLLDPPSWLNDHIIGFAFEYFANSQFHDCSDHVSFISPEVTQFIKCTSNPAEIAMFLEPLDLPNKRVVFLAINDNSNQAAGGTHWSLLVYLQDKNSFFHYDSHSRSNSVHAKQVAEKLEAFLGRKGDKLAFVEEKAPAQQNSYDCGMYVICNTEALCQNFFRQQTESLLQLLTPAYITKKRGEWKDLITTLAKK
hIAP activ – human IAP activation | P09923 | purified human IAP, CDP-Star luminescence, 30 min; hits give high values; 1 = vehicle-only enzyme, 0 = enzyme-free background | activation factor at 10 µM | hit rate 0.16% among 330,000 | AID 2524;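 active = activation factor of the enzyme at least 2-fold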; also: the source names both 10 and 20 µM as test concentration; values of inactives mirror those of a sister screen read the other way
* = called active by the depositor; i = inactive; / = not tested or not shown.

SMILES	SENP1 FRET inh	SENP6 inh	GRIN3A LBD mod	PfG6PD inh	ATG4B inh	MPTP block	SENP8 inh	hIAP activ
O=C(CC1C(=O)NCCN1C(=O)Nc1ccc(C(F)(F)F)cc1)Nc1ccc(F)cc1 (configuration not stated)	0.6	-16.8	14.2*	18.1	-7.8	-4.3	19.6	0.944
COc1cccc(/C=N\NC(=O)c2ccc(Cn3cc(Br)c([N+](=O)[O-])n3)o2)c1O	10.3	-3.7	-1.8	-23.0	1.4	-2.0	25.9	1.39
CCCN(CCC)S(=O)(=O)c1ccc(C(=O)N2CCCc3ccccc32)cc1	3.1	-6.8	8.4	-0.8	25.5	8.2	6.6	0.75
Cc1ccc(CN(C)C(=O)CN2C(=O)NC3(CCCC3)C2=O)o1	-4.0	-14.5	-1.1	-4.9	-1.1	0.5	2.6	1.12
COCCNC(=O)C1CC(=O)N(C2CCCC2)C1 (configuration not stated)	1.4	6.6	2.0	5.4	-11.3	-0.4	11.7	1.16
O=C(Cn1cncc1-c1ccc([N+](=O)[O-])cc1)Nc1cccc2ccccc12	3.6	/	-0.9	25.4	12.3	1.9	-15.0	/
COc1nc2c(c(-c3cc(Br)cs3)c1C#N)Cc1ccccc1-2	-4.1	-11.3	-0.4	12.3	-16.4	-0.2	-421.7	0.944
CCOC(=O)c1cnc(SC)nc1Oc1cccc(NS(=O)(=O)c2ccc(Cl)cc2)c1	1.3	-8.9	1.6	-20.9	-3.5	1.0	4.4	0.914
OCCCn1c(C2CCCN2c2nc(-c3ccc(Cl)cc3)cs2)nc2cc(Cl)c(Cl)cc21 (configuration not stated)	-2.2	7.3	0.6	11.1	-6.2	-0.4	3.3	1.19
N/C(=N\OC(=O)c1ccc(Cl)cc1)c1nonc1N	3.4	97.2*	2.2	15.6	0.0	-1.7	0.2	0.954
CN(C)c1ccc(/C=N\Nc2ccccn2)cc1	-5.3	68.1*	0.1	22.0	3.9	-0.1	-172.5	1.06
COc1c2ccoc2nc2c(OC)cccc12	-0.9	13.2	-2.9	-5.0	2.3	-1.6	-259.7	1.05
CS(=O)(=O)N1CCN(c2ccccc2NC(=O)c2ccc([N+](=O)[O-])o2)CC1	0.5	28.3	-2.4	17.0	-12.7	-0.9	23.8	1.04
NC(=S)N=Nc1c(O)n(CC(=O)Nc2ccccc2)c2ccccc12	2.5	-27.0	-3.4	-3.9	1.3	0.7	23.0	0.888
COc1ccc(S(=O)(=O)N2CCc3ccccc32)cc1C(=O)Nc1ccc(NC(C)=O)cc1	-1.1	4.7	-1.2	-10.9	-2.4	-0.4	-16.5	1.03
Cc1cc(N=Cc2c(O)n(-c3cccc(Cl)c3)c(=O)c3ccccc23)no1	-42.1	13.1	-8.8	4.7	0.7	1.8	-121.1	0.874
O=C(COC(=O)CC1CCCC1)Nc1ccc(OC(F)F)cc1	2.2	-11.1	-18.4	14.3	-4.7	0.5	10.0	1.01
Cc1ccc(O)c(C(=O)c2cnc3c(c2)c(=O)n(C)c(=O)n3C)c1	2.1	-8.0	0.0	4.8	-8.8	-0.3	-25.8	1.07
Cc1ccccc1NC(=O)COC(=O)c1ccccc1SCC(=O)N1CCCC1	-3.7	-15.3	0.7	2.5	-0.3	-1.5	-5.4	1.21
COc1ccc(-c2cc(C3CCN(Cc4ccc([N+](=O)[O-])cc4)CC3)[nH]n2)cc1	2.2	-33.5	-9.1	8.1	-19.3	0.8	4.1	1.03
CC1CCCN(c2c3c(nc4ccccc24)CCCC3)C1 (configuration not stated)	0.3	13.1	-1.4	-14.0	9.8	-1.1	8.8	0.785
CCOC(=O)/C(C#N)=C/Nc1ccsc1C(C)=O	-10.4	-23.6	0.6	2.8	-10.5	3.4	5.0	0.989
CCOC(=O)c1[nH]c(C)c(/C(O)=C2\C(=O)C(=O)N(CCN(C)C)C2c2ccncc2)c1C (configuration not stated)	0.7	-25.2	0.1	0.8	-0.9	2.7	8.2	0.994
Cc1nc(SC(C(=O)c2ccccc2)c2ccccc2)nc2ccccc12 (configuration not stated)	0.1	1.2	-1.9	10.4	-1.0	1.7	9.5	1.25
COc1ccc(-c2cnc(C(N)=O)c(=O)[nH]2)cc1	-93.2	/	/	-26.6	/	-0.3	i	/

SENP6 inh: what is marked active above
SMILES,SENP1 FRET inh,SENP6 inh,GRIN3A LBD mod,PfG6PD inh,ATG4B inh,MPTP block,hIAP activ
N/C(=N\OC(=O)c1ccc(Cl)cc1)c1nonc1N,3.4,97.2*,2.2,15.6,0.0,-1.7,0.954
CN(C)c1ccc(/C=N\Nc2ccccn2)cc1,-5.3,68.1*,0.1,22.0,3.9,-0.1,1.06

(more compounds)
SMILES	SENP1 FRET inh	SENP6 inh	GRIN3A LBD mod	PfG6PD inh	ATG4B inh	MPTP block	SENP8 inh	hIAP activ
O=C(O)c1ccc(NC(=S)NC(=O)C(c2ccccc2)c2ccccc2)cc1	0.6	-1.2	3.2	-15.7	0.6	0.1	4.6	0.958
Cc1ccc(NC(=O)c2ccc3c(=O)n4c(nc3c2)CCC4)cc1F	0.1	-22.8	0.5	14.2	-1.0	0.0	-15.5	0.94
COc1ccc(-n2c(=S)[nH]c3cc(C(=O)Nc4cc(C(N)=O)ccc4OC)ccc3c2=O)c(OC)c1	-0.2	8.5	-2.8	16.0	4.0	-0.6	15.3	0.872
CCN(CC)S(=O)(=O)c1ccc(C)c(NC(=O)COC(=O)[C@@H]2CCCN2C(=O)c2cccs2)c1	-0.3	9.6	-0.8	-2.1	-4.4	1.0	11.0	0.972
Cc1ccccc1OCCN1C(=O)NC2(CCCc3ccccc32)C1=O (configuration not stated)	2.3	-13.4	0.9	6.5	-2.4	-4.6	10.3	0.902
Cc1cc(-c2ccc(C(C)C)c(S(=O)(=O)N3CC(=O)Nc4ccccc43)c2)on1	0.1	6.5	-17.6	12.9	-12.3	-1.5	5.4	1.37
O=C(NCc1cccs1)c1nc2c(nnn2Cc2ccc(F)cc2)c(=O)[nH]1	3.7	3.3	2.5	-15.1	11.4	-0.4	18.9	0.982
O=C(Nc1cc(S(=O)(=O)N2CCOCC2)ccc1N1CCCC1)c1cnccn1	-1.3	-0.5	-1.0	13.4	-8.9	0.8	19.9	0.847
CCNC(=O)c1sc(=S)n(-c2ccc(C)cc2)c1N	2.6	-19.9	0.0	4.7	11.8	-1.6	19.9	0.826
CCOC(=O)C1=NOC(COc2ccccc2C=O)C1 (configuration not stated)	0.9	-6.0	-2.0	12.0	0.9	-0.1	-9.2	1.02
CC(C)(C)C1CCc2c(sc(NC(=O)c3ccncc3)c2C(N)=O)C1 (configuration not stated)	-1.2	0.5	-10.2	-4.4	5.8	2.0	2.9	0.998
CC(=C/c1ccccc1)/C=N/n1c(C)n[nH]c1=S	-0.7	49.8	1.2	21.8	1.8	0.1	21.8	0.956
CC(C)COC(=O)NCCCOC(=O)Nc1ccccc1	0.1	1.6	-6.5	-6.2	-23.3	-3.1	23.2	1.07
Cc1onc(-c2ccccc2)c1C(=O)NCC(=O)Nc1cc(Cl)ccc1Cl	-0.1	2.0	0.3	-2.2	3.5	1.5	10.0	0.851
Cc1ccc(S(=O)(=O)N/N=C/c2cccc(OC3CSC3)c2)cc1	1.2	5.2	-1.7	-13.2	-12.0	8.6	24.3	0.983
COc1ccc(-n2nc(C(=O)NCC(=O)N3CCN(Cc4ccc5c(c4)OCO5)CC3)c3ccccc3c2=O)cc1OC	1.4	2.8	0.0	-2.8	-13.7	-0.2	-118.0	1.04
COCCn1c(N)c(N(Cc2ccccc2)C(=O)COc2ccccc2F)c(=O)[nH]c1=O	0.8	6.9	1.1	-15.7	7.0	0.4	8.5	1.04
COc1ccc(N2CCN(Cc3nc4cc(Cl)ccc4c(=O)[nH]3)CC2)cc1	-12.0	11.3	-0.6	12.1	13.0	0.0	8.5	0.985
C=CCSc1nc(C)cc2c1C(=O)OC2	1.0	-20.8	-0.1	4.3	-5.2	-0.3	11.8	1.13
CCOc1ccc2c(c1)n([O-])c1c([n+]2=O)CCCC1	0.1	/	1.8	98.6*	-1.6	0.9	-20.0	/
O=C(OCC(=O)c1ccccc1)C1=NN(c2ccccc2)C(=O)CC1	3.0	-6.6	0.5	-13.2	8.3	0.1	-5.5	1.06
CN(CC(=O)Nc1ccccc1N1CCOCC1)CC(=O)Nc1ccc(F)c(F)c1F	3.1	2.2	1.7	15.0	-5.0	2.8	17.9	0.871
CC(C)n1ncc2c(C(=O)NCCc3ccc(F)cc3)cc(C3CC3)nc21	-7.1	-10.5	-7.2	27.5	-7.5	1.6	-399.0	1.06
CC(=O)Nc1ccc(S(=O)(=O)N2CCN(C(C)CCc3ccccc3)CC2)cc1 (configuration not stated)	-3.1	8.7	5.3	-17.0	-17.0	0.4	20.4	0.866
Brc1cc2c(cc1CSc1ncccn1)OCO2	0.2	-23.6	0.5	-16.6	7.8	-1.6	9.1	1.11
(next part)
SMILES	SENP1 FRET inh	SENP6 inh	GRIN3A LBD mod	PfG6PD inh	ATG4B inh	MPTP block	SENP8 inh	hIAP activ
COc1ccc(N2CC(C(=O)OCC(=O)c3cccc(OC)c3)CC2=O)cc1 (configuration not stated)	-0.5	-9.4	1.4	-6.9	-3.2	1.7	5.3	0.916
Cc1nnc(CN(C)C(=O)c2cc(COc3ccc(F)cc3Cl)on2)o1	2.8	-9.9	0.2	5.2	22.3	0.0	2.4	1.14
Cc1ccc(SCC(=O)Nc2ccc(S(N)(=O)=O)cc2)cc1	-0.3	-7.7	-2.0	5.2	-10.9	1.3	10.8	0.932
O=c1c(C=NCCCO)c(-c2ccccc2)[nH]n1-c1nc2ccccc2s1	-2.3	0.1	-0.7	18.3	-31.7	-1.8	-33.1	0.984
Cc1ccc2c(c1)CCO[C@]21O[C@H](CCO)C[C@H](O)[C@H]1O	0.0	/	/	15.3	/	-1.5	11.8	/
CC1=C(c2ccccc2)C=NNCC1=O	2.4	/	-1.6	5.0	-0.3	-2.2	6.9	/
O=S(=O)(Nc1ccc(-c2cnco2)cc1)c1ccccc1	1.0	-11.7	-0.1	-3.1	-3.6	3.7	6.2	1.23
CCCCn1c(N)c(N(Cc2ccccc2OC)C(=O)COc2cc(C)ccc2Cl)c(=O)[nH]c1=O	2.3	-14.5	-1.8	-5.3	-0.5	-0.6	-8.8	1.01
CCn1c(CNC(=O)c2cccc(C)c2)nnc1SCC(=O)Nc1cccc(OC)c1	0.8	4.3	1.0	-2.8	-6.5	-1.8	10.7	0.874
O=C(Nc1ccc(OC(F)(F)F)cc1)C1CCCN(C(=O)c2ccc(Cl)cc2)C1 (configuration not stated)	0.1	-1.0	-5.6	13.0	-6.7	2.7	9.9	1.07
COc1ccccc1C(=O)Nc1ccc(OCC(=O)N2C(C)CCCC2C)cc1 (configuration not stated)	1.3	7.3	-1.6	3.2	-3.2	0.1	10.0	0.925
Cc1ccc(C)c(NC(=O)c2cc(-c3ccccc3O)n[nH]2)c1	0.6	24.2	4.7	1.0	-2.0	0.5	15.3	1.72
CCOc1ccc(/C=N/NC(N)=S)cc1	3.6	-5.1	-2.2	-3.0	4.0	-1.0	11.0	1.01
CCN(CC)c1ccc(C2C(C(=O)OCCOC(C)C)=C(C)NC3=C2C(=O)CCC3)cc1 (configuration not stated)	-10.6	-40.7	-0.7	7.8	4.0	-7.7	-131.1	1.07
CCC1CCCCN1C(=O)COc1c(Br)cc(Br)c2cccnc12 (configuration not stated)	0.2	-25.2	-4.6	-1.1	-2.9	-1.3	-4.6	0.845

Reformatted: results already given.
Order of values: SENP1 FRET inh, SENP6 inh, GRIN3A LBD mod, PfG6PD inh, ATG4B inh, MPTP block, SENP8 inh, hIAP activ
- O=c1c(C=NCCCO)c(-c2ccccc2)[nH]n1-c1nc2ccccc2s1
    -2.3, 0.1, -0.7, 18.3, -31.7, -1.8, -33.1, 0.984
- Cc1ccc2c(c1)CCO[C@]21O[C@H](CCO)C[C@H](O)[C@H]1O
    0.0, /, /, 15.3, /, -1.5, 11.8, /
- CC1=C(c2ccccc2)C=NNCC1=O
    2.4, /, -1.6, 5.0, -0.3, -2.2, 6.9, /

Screening data: PubChem BioAssay, Sanford-Burnham Center for Chemical Genomics
